From PubChem
Nrf2 block = inhibitors of Nrf2 signaling; A549 ARE-Fluc reporter, luciferase luminescence, 18-24 h; Potency, µM (top dose mostly 46 µM), without a hit: top-dose activity change, negative = inhibition, most hits filed as inhibitors; 360,000 tested, 2.1% active; further: on the % scale 0 is the no-effect control and ±100 the full control effect; nearly all actives have a fitted effect of over 60% in size
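A549 ARE_Fluc cells (5000/well, 5% FBS OPTI-MEM) pre-incubated 2 h, then treated with compounds 18-24 h at 37C/5% CO2 in concentration-response. CellTiter-Fluor viability read first; BugLite luciferase luminescence after 15 min at room temperature gives Nrf2 activity.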
TGFb SMAD3 inh = TGF-b pathway inhibition; AID 588855; 410,000 tested, 1.2% active; HepG2 CAGA-GFP TGF-b/SMAD3 reporter, GFP fluorescence, 18 h; TGF-beta stimulated, 500 pg/mL final; Potency, µM (top dose mostly 46.1 µM), without a hit: top-dose activity, negative = inhibition, actives largely listed as inhibitors; further: on the % scale 0 is the no-effect control and ±100 the full control effect; nearly all actives have a fitted effect of over 65% in size
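TGF-beta reporter screen: HEPG2 CAGA-GFP, 1% FBS, 500 pg/mL TGF-beta final, 18 h; per-cell GFP summed per well; curves fitted and categorized by class.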
HepG2 viability = kills HepG2 cells in TGF-b inhibitor counter-screen; HepG2 CAGA-GFP viability, ATP luminescence, 18 h; Potency, µM (doses to about 46.1 µM), inactives show at the top dose activity change, negative = cytotoxicity, hits mostly cytotoxic; 410,000 tested, 0.76% active; further: some results filed as inactive show a strong effect at the top dose
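HepG2 CAGA-GFP cells (1000/well, DMEM with 1% FBS) received compound, then TGF-beta at 500 pg/mL final, and were incubated 18 hours at 37 degrees C. Viability was read by CellTiter-Glo luminescence. Media-only wells were set as complete cell-killing and DMSO as no toxicity.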
Nrf2 ARE act = Nrf2 pathway activation; AREc32 ARE-luciferase reporter (MCF7-derived line), luminescence, 24 h; Potency, µM (titrated, usually from 46.1 µM), for the others: at the highest dose activation, usual class: activators; 410,000 tested, 0.31% active; AID 624171; further: % of control where 0% means no effect; nearly all actives have a fitted effect of over 65% in size
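Luminescent ARE reporter assay in AREc32_Fluc cells: overnight plating at 37 deg C, 24 hr compound incubation, Steady-Glo added, 30 min RT before reading.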
ATXN2 expr inh = inhibitors of ATXN2 expression. HEK-293 ATXN2-luciferase reporter, luminescence, 24 h. Potency, µM (highest dose often 57 µM), inactives show at the highest dose activity change, negative = inhibition, actives largely listed as inhibitors. 360,000 tested, 0.72% active. AID 1745845; further: on the % scale 0 is the no-effect control and ±100 the full control effect; nearly all actives have a fitted effect of over 55% in size
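ATXN2-luciferase reporter cells (luciferase flanked by upstream and downstream ATXN2 gene portions) were treated 24 h at 37 °C with compounds at up to 57 uM. SteadyGlo luminescence gave expression; GF-AFC fluorescence gave viability.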
A549 tox = A549 cytotoxicity, counter-screen for Nrf2 inhibitors. A549 ARE-Fluc cells, CellTiter-Fluor viability, 18-24 h. Potency, µM (highest dose often 46 µM), for the others: at the top dose activity change, negative = cytotoxicity, hits mostly inhibitors. 390,000 tested, 0.16% active; further: on the % scale 0 is the no-effect control and ±100 the full control effect
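A549 ARE_Fluc cells in 5% FBS OPTI-MEM were exposed to compounds in concentration-response for 18-24 h at 37 deg C. Viability was read by CellTiter-Fluor fluorescence (Ex 405/Em 525) after 30 min, before the luciferase read.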
EPAC2 antagonist = blocks human EPAC2 exchange factor; Q8WZA2; EPAC2 GEF exchange of Rap1B-BODIPY-GDP, fluorescence; Potency, µM (series often up to 114 µM), without a hit: top-dose activity, negative = inhibition, usual class: inhibitors; 360,000 tested, 0.18% active; AID 720708; further: on the % scale 0 is the no-effect control and ±100 the full control effect; nearly all actives have a fitted effect of over 45% in size; many of its hits are not listed in these tables
Target sequence (Q8WZA2 whole entry, looked up): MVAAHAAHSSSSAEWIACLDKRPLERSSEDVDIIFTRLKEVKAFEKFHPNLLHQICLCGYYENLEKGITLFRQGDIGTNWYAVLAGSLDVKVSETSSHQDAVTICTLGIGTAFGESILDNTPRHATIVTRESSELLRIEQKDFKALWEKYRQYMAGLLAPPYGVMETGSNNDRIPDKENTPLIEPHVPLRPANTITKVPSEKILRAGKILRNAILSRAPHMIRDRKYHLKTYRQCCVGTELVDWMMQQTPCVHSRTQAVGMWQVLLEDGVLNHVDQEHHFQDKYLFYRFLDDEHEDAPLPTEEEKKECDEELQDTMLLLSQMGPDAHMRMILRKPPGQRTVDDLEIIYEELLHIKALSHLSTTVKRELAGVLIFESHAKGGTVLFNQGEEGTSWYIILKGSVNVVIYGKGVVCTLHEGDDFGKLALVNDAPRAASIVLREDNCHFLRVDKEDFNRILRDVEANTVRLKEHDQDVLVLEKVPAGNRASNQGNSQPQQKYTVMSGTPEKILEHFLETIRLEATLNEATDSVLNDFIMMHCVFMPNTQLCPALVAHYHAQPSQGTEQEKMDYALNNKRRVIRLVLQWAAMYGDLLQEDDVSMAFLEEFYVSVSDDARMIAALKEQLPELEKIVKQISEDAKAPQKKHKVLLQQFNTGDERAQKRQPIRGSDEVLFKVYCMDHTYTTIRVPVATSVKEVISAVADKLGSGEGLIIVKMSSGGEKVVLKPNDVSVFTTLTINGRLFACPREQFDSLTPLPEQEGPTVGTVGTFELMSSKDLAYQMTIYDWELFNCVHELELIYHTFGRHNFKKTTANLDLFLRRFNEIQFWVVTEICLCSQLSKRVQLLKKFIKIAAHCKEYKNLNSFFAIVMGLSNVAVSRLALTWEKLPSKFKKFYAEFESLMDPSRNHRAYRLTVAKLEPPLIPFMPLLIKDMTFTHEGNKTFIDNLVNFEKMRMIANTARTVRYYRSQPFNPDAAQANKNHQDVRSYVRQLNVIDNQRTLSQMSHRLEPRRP
S2 tox = cell viability loss in ATXN counter-screen; S2 cells (HEK-293 line with an ATXN2-luciferase reporter) viability, CellTiter-Fluor protease fluorescence, 24 h; Potency, µM (top dose mostly 56.7 µM), most hits filed as cytotoxic; 400,000 tested, 0.49% active; further: nearly all actives have a fitted effect of over 40% in size
MCF10A rereplic = inducers of DNA re-replication in MCF 10A breast cells; MCF 10A DNA re-replication, Hoechst nuclear intensity, 48 h; 350,000 tested, 2.9% active; Potency, µM (titrated, usually from 46.1 µM), inactives show top-dose activity, positive = re-replication, actives largely listed as activators; AID 624296; further: % of control where 0% means no effect; nearly all actives have a fitted effect of over 50% in size
The depositor's hits bear a star; i = inactive; ? = inconclusive; . = not tested or not shown; [ ] = another dose, or the depositor's remark. The call rests on the fitted dose curve; in most records, active means well fitted curve in the direction sought with a large enough effect; inconclusive means small, poorly fitted or top-dose-only effect, or another doubt; inactive means no such curve, though single readings can be large; an effect the other way counts as inactive or inconclusive. Potency means the concentration at half of the fitted maximal effect. Some of the compounds tested (hit frequency here may not be typical).

SMILES	Nrf2 block	TGFb SMAD3 inh	HepG2 viability	Nrf2 ARE act	ATXN2 expr inh	A549 tox	EPAC2 antagonist	S2 tox	MCF10A rereplic
COc1ccc(NC(=O)COC(=O)Cc2c(F)cccc2Cl)cc1	10.2%	3.3%	4.2%	0.3%	5.7%	3.1%	5.9%	i	3.9%
CCOc1ccc(-c2cc(C(=O)NCCc3ccc(C)cc3)c3ccccc3n2)cc1	.	0.7%	-10.8%	-0.5%	20.1%	-0.8%	.	i	.
COc1cccc(CC2(CO)CCCN(Cc3cn[nH]c3C3CCCCC3)C2)c1 (configuration not stated)	8.2%	-2.6%	-23.4%	-0.5%	-10.2%	-3.0%	-5.0%	i	-4.1%
N#Cc1c(NC(=O)CSc2ncc(-c3ccccc3)n2CC2CCCO2)sc2c1CCCC2 (configuration not stated)	4.1%	7.8%	-5.2%	-0.1%	44.1%[activator]	?	-0.3%	i	?
O=C(CN1N=C(c2ccc(Cl)cc2)CCC1=O)NCc1cccnc1	-17.4%	16.5%	7.1%	-0.8%	6.4%	-0.3%	14.8%	i	-4.9%
COc1cc(CN2CCN(C3CCC3)CC2CCO)cc(OC)c1 (configuration not stated)	9.4%	25.3%	4.1%	-0.7%	1.0%	-4.2%	0.4%	i	?
COc1ccc(C2CC(c3c(Cl)cccc3Cl)n3nc(N)nc3N2)cc1 (configuration not stated)	-9.8%	9.3%	-10.9%	5.2%	-12.9%	-2.5%	5.6%	i	1.8%
CCC(C)(C)NC(=O)C(c1cccn1C)N(Cc1ccc(C)cc1)C(=O)Cn1nnc2ccccc21 (configuration not stated)	-16.3%	-0.4%	-16.2%	-1.1%	-10.2%	-12.1%	-4.1%	i	?
COc1ccc(-c2ccc3c(c2)S(=O)(=O)c2cccc(C(=O)N4CCN(c5c(Cl)cncc5Cl)CC4)c2C3=O)cc1OC	-16.5%	-6.7%	-22.8%	0.0%	-7.1%	0.6%	11.9%	i	?
COc1ccc(C(C(=O)NCC2CCCO2)N(C(=O)c2snc(C(N)=O)c2N)c2ccc(C)cc2)cc1OC (configuration not stated)	?	18.7%	-4.4%	3.6%	-3.3%	-2.5%	-5.0%	i	1.4%
Cc1cccc2sc(NC(=O)C3c4ccccc4Oc4ccccc43)nc12	20.6µM*	-21.6%	-17.8%	-0.2%	-11.5%	-11.1%	-4.4%	i	6.51µM*
CN(CCc1ccccc1)C(=O)c1cccc(NC(=O)Cc2cccc(NC(=O)C3CCN(C(=O)C4CCC4)CC3)c2)c1	-13.6%	-21.7%	10.6%	5.9%	7.4%	-0.7%	5.6%	i	-3.4%
CCOC(=O)C1CCN(C(=O)C2(NC(=O)Nc3ccccc3Cl)CCCCC2)CC1	-27.2%	-0.7%	-5.6%	0.3%	-16.8%	-2.7%	5.3%	i	19.1%
O=C(COC(=O)/C=C/c1ccco1)NCc1ccc2c(c1)OCO2	8.1%	-1.1%	8.1%	-0.1%	6.4%	-1.8%	5.5%	i	0.7%
O=C(COC(=O)C1CC1)NCCc1ccc(Cl)cc1	7.8%	12.1%	-2.9%	0.1%	2.1%	-2.7%	3.4%	i	0.7%
Cc1cc(C)n2nc(C(=O)OCC(=O)N(Cc3ccccc3)C(C)C)nc2n1	-3.9%	4.4%	0.2%	0.0%	11.7%	9.8%	1.1%	i	0.5%
CCCN(Cc1ccc(N(C)C)cc1)CC1CC1	3.2%	1.2%	-2.8%	-0.4%	-2.3%	-0.2%	3.5%	i	-2.2%
COc1ccc(-n2nc(C(=O)Nc3cc(C)ccn3)c3c4ccccc4n(C)c3c2=O)cc1	6.6%	6.3%	10.1%	-0.7%	2.4%	-1.5%	.	i	.
Cc1cc(Oc2ccc(Cl)cc2)nc(SCC(=O)c2ccccc2)n1	?	?	-1.5%	3.7%	-11.6%	-16.0%	-6.2%	i	?
COc1cc(CNC(=O)c2cccc(COc3ccc(Cl)cc3)c2)cc(OC)c1	?	?	-1.7%	-2.0%	?	-10.2%	-2.3%	i	28.2%

Next part; it opens with the two that closed the last part.
SMILES	Nrf2 block	TGFb SMAD3 inh	HepG2 viability	Nrf2 ARE act	ATXN2 expr inh	A549 tox	EPAC2 antagonist	S2 tox	MCF10A rereplic
Cc1cc(Oc2ccc(Cl)cc2)nc(SCC(=O)c2ccccc2)n1	?	?	-1.5%	3.7%	-11.6%	-16.0%	-6.2%	i	?
COc1cc(CNC(=O)c2cccc(COc3ccc(Cl)cc3)c2)cc(OC)c1	?	?	-1.7%	-2.0%	?	-10.2%	-2.3%	i	28.2%
CCOC(=O)CC(=O)CSc1nc2c(c(C)c1C#N)CCC2	-0.1%	-3.1%	-5.7%	2.2%	2.6%	-14.7%	-0.4%	i	-2.1%
CC(=O)Nc1ccc(NC(=O)COc2c(C)cc(Br)cc2C)cc1	?	-24.2%	-30.1%	-0.6%	14.0%	4.8%	0.5%	i	-35.0%[inhibitor]
Cc1c(C(O)CN2CCC(C(N)=O)CC2)c2ccccc2n1C (configuration not stated)	10.0%	-1.9%	-20.0%	-0.4%	-8.3%	-7.7%	7.0%	i	3.5%
Cc1ccc(Sc2c(C)nn(-c3ccccc3)c2OC(=O)CC(C)C)cc1	-2.2%[9.27 µM]	.	-19.8%	-0.7%	.	-5.7%	.	.	.
Cc1cc(S(=O)(=O)Nc2c(NC3CCCCC3)c3ccccc3oc2=O)ccc1F	3.5%	-12.3%	0.1%	0.6%	.	0.5%	-10.9%	i	1.4%
CC(=O)c1ccc(N2CCN(C(=O)C3CCN(S(=O)(=O)c4ccc5c(c4)CC(C)N5C(C)=O)CC3)CC2)cc1 (configuration not stated)	14.6µM*	-6.9%	-14.6%	2.8%	-18.1%	-0.5%	3.0%	i	0.6%
Cc1ccc(NC(=O)CCC(=O)N/N=C/c2ccco2)c(C)c1	11.6%	3.9%	6.0%	5.8%	-21.3%	0.2%	16.3%	i	2.6%
Cc1ccc(C(C)C)c(OCC(=O)NC(=S)Nc2ccccc2N2CCOCC2)c1	-7.2%	-2.0%	1.3%	0.1%	0.9%	-1.7%	-0.3%	i	?
Cc1ccc(C(=O)COC(=O)c2cc(-c3ccc(Cl)cc3)nc3ccccc23)cc1	-19.8%	-0.9%	-2.8%	3.6%	-5.1%	0.3%	.	i	.
O=C(CCCC(=O)N(CC(=O)NC1CCCCC1)c1cccc(F)c1)Nc1ccccn1	2.9%	?	-9.4%	-0.1%	-16.8%	-4.5%	-12.2%	i	-1.7%
O=C(Cc1ccccc1)NCC1OCCc2ccccc21 (configuration not stated)	-2.9%	1.9%	0.8%	-0.3%	-8.2%	0.1%	1.5%	i	-2.1%
CN(C)S(=O)(=O)Oc1cc(Cl)ccc1C(=O)Nc1ccc(F)cc1F	4.4%	-9.7%	-53.7%	-0.7%	-9.4%	3.2%	6.9%	i	?
Cc1cc(C)c2cc(CN(Cc3nnnn3Cc3ccc(F)cc3)C3CCCC3)c(=O)[nH]c2c1	1.0%	-1.2%	-4.1%	0.5%	-16.5%	-6.3%	-2.1%	i	0.3%
CCCCOC(=O)CNc1n[nH]c(=S)[nH]c1=O	?	-1.7%	-12.1%	-0.1%	-3.5%	-10.8%	9.3%	?	-6.4%
CCOC(=O)N1CCC(NC(=O)c2ccc(CNS(=O)(=O)c3ccc(F)cc3)cc2)CC1	11.3%	4.8%	-9.5%	3.5%	-5.6%	0.4%	-0.3%	i	-2.8%
CCn1c(SCC(N)=O)nc2c(c1=O)C1(CCCC1)Cc1ccccc1-2	.	?	-24.3%	-0.4%	-3.3%	10.3%	-9.1%	i	?
CCOc1ccc(CCNC(=O)Cn2c(-c3cccs3)cc3ccccc32)cc1	14.2%	-3.9%	-24.7%	0.1%	-0.3%	1.2%	.	i	.
CC(C)CC(=O)Nc1c2c(nn1-c1ccc(F)cc1)CS(=O)(=O)C2	-1.5%	9.4%	3.1%	-0.3%	-11.1%	9.4%	3.3%	i	2.7%
COc1cc(NC(=O)CN2C(=O)COc3ccc(S(=O)(=O)NC4CCCC4)cc32)cc(OC)c1	17.3%	-23.0%	-8.2%	2.9%	7.6%	1.5%	.	i	.
CC(C)OC(=O)CCNc1n[nH]c(=O)[nH]c1=O	0.2%	2.1%	-10.8%	-0.3%	-8.1%	-1.4%	-4.6%	i	23.2%
Cc1ccc(CSc2ncc(Cl)c(C(=O)Nc3nnc(C)s3)n2)cc1	0.6%	6.1%	12.3%	0.2%	10.9%	-16.9%	.	i	.
O=C(C(=O)N1CCN(c2cccc(Cl)c2)CC1)c1cn(CC(=O)N2CCOCC2)c2ccccc12	-27.1%	-8.6%	-0.3%	0.4%	-7.9%	-2.4%	-6.6%	i	10.0%
COc1cc2c(cc1OC)C(C(=O)O)C(c1ccc(C)o1)N(C)C2=O (configuration not stated)	-3.5%	-11.0%	5.3%	-0.8%	-1.3%	-3.2%	3.7%	i	-2.8%
CCCc1nc(-c2ccccc2O)n(-c2ccccc2)n1	-17.5%	-8.1%	-14.4%	0.2%	4.5%	-6.9%	-4.3%	i	26.2%
COc1cccc(NC(=O)Nc2nc(SC)ns2)c1	14.2%	?	-41.9%	-1.1%	41.7%[activator]	-8.2%	9.9%	i	3.7%
C=CCCC(=O)Nc1nc(C)c(-c2csc(Nc3cc(OC)ccc3OC)n2)s1	-18.1%	?	0.4%	-1.8%	-36.5%	-14.6%	-8.8%	i	?
CCC(=O)N/C(=N/c1nc(C)cc(C)n1)Nc1ccc(C)cc1	4.6%	25.5%	10.8%	1.7%	-6.3%	2.7%	19.1%	i	?
CCc1cccc2c(C(=O)COC(=O)c3cnc(C)cn3)c[nH]c12	-14.4%	-14.5%	2.7%	2.5%	4.8%	-0.5%	-3.2%	i	-10.4%
CCC(=O)N1c2ccc(S(=O)(=O)CCC(=O)N3CCN(c4ccccc4)CC3)cc2CC1C (configuration not stated)	-27.5%	-2.8%	-17.3%	0.1%	-2.8%	5.6%	-0.9%	i	-12.1%

Record cards (already shown). Screens in order: Nrf2 block	TGFb SMAD3 inh	HepG2 viability	Nrf2 ARE act	ATXN2 expr inh	A549 tox	EPAC2 antagonist	S2 tox	MCF10A rereplic
`COc1cc2c(cc1OC)C(C(=O)O)C(c1ccc(C)o1)N(C)C2=O` (configuration not stated) reads -3.5%	-11.0%	5.3%	-0.8%	-1.3%	-3.2%	3.7%	i	-2.8%
`CCC(=O)N/C(=N/c1nc(C)cc(C)n1)Nc1ccc(C)cc1` reads 4.6%	25.5%	10.8%	1.7%	-6.3%	2.7%	19.1%	i	?
